Source: PubChem BioAssay
TDP1 block = qHTS Assay for Inhibitors of Tyrosyl-DNA Phosphodiesterase (TDP1). recombinant TDP1, AlphaScreen DNA substrate cleavage. Potency, µM (doses to about 130 µM), inactives show at the highest dose activity change, negative = inhibition, actives largely listed as inhibitors. 350,000 tested, 0.28% active; note: nearly all actives have a fitted effect of over 40% in size
Target sequence (Q9NUW8 whole entry, looked up): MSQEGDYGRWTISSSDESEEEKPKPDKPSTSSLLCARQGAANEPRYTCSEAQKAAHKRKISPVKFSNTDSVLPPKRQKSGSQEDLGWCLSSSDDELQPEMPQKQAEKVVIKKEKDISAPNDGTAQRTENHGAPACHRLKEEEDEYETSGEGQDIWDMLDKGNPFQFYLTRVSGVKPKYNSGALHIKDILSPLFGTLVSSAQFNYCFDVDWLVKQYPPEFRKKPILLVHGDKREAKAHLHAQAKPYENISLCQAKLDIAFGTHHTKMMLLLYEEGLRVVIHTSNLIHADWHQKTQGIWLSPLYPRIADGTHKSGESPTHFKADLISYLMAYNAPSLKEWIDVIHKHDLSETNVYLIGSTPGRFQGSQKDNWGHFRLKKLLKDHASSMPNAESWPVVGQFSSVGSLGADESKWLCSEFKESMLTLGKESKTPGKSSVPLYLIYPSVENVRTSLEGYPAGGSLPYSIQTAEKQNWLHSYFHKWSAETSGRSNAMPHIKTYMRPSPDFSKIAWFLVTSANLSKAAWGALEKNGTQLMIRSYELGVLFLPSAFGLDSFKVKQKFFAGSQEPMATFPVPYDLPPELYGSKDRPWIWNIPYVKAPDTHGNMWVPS
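Enzyme-compound mixtures sat 15 min at room temperature, followed by a 5 min reaction with 15 nM final substrate and 10 min with AlphaScreen beads. Recombinant human Tdp1 was used at 1 nM final.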
DT40 TDP1 no CPT = qHTS for Inhibitors of human tyrosyl-DNA phosphodiesterase 1 (TDP1): qHTS in cells in absence of CPT. DT40 Tdp1-/- hTDP1 cells, no CPT, ATP luminescence, 48 h. Potency, µM (top dose mostly 46.2 µM), without a hit: at the highest dose activity change, negative = growth inhibition, actives largely listed as inhibitors. 420,000 tested, 15% active. AID 686978, 2013; note: nearly all actives have a fitted effect of over 55% in size
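Stably hTDP1-transfected Tdp1-null chicken DT40 cells were treated with library compounds minus camptothecin and grown for at least 48 hr at 37 °C, after which cellular ATP was quantified by luminescence.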
N370S GC mod = qHTS Assay for Inhibitors and Activators of N370S glucocerebrosidase as a Potential Chaperone Treatment of Gaucher Disease; Lysosomal acid glucosylceramidase (Homo sapiens), P04062; N370S GC spleen homogenate, 4MU-glucoside fluorescence; Potency, µM (titrated, usually from 59.4 µM), for the others: top-dose activity change, negative = inhibition, most hits filed as inhibitors; 330,000 tested, 0.092% active; AID 2101, 2009;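 note: 0% = full enzyme activity and -100% = no enzyme basal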
* marks the source's active call; other numbers are inactive results; ? = inconclusive; / = not tested or not shown; & = joins results of further samples; [ ] = dose if it differs, or a comment. Calls come from the whole dose curve; as a rule, active = well fitted curve in the direction sought with a large enough effect; inconclusive = small, poorly fitted or top-dose-only effect, or another doubt; inactive = no such curve, though single readings can be large; an effect the other way counts as inactive or inconclusive. Unless noted, % is set by controls: 0 for no effect and ±100 for the full control effect; potency is the fitted concentration of half-maximal effect. Not all compounds are listed (hit frequency here may not be typical).

Preview (six entries):
smiles	TDP1 block	DT40 TDP1 no CPT	N370S GC mod
CC(CN1CC(=O)NC(=O)C1)N1CC(=O)NC(=O)C1 (stereo not given)	11%	?	/
NC(=O)c1ccc(NC(=O)CCC(=O)c2cccs2)cc1	9%	-18%	-9%
CCOC(=O)C1=C(COC(=O)CCOc2cc(C)ccc2C)NC(=O)NC1C (stereo not given)	1%	-24%	/
CCCc1cc(=O)n2[nH]c(NCc3ccc(CC)cc3)nc2n1	2%	-4%	/
COc1ccc(S(=O)(=O)N(C)CC(=O)NCc2ccco2)cc1Cl	3%[56.1 µM]	17%	-1%
O=C(O)CSc1nc2ccc(C(=O)c3ccccc3)cc2[nH]1	/	-12%	2%

Main list, from the first entry:
smiles	TDP1 block	DT40 TDP1 no CPT	N370S GC mod
CC(CN1CC(=O)NC(=O)C1)N1CC(=O)NC(=O)C1 (stereo not given)	11%	?	/
NC(=O)c1ccc(NC(=O)CCC(=O)c2cccs2)cc1	9%	-18%	-9%
CCOC(=O)C1=C(COC(=O)CCOc2cc(C)ccc2C)NC(=O)NC1C (stereo not given)	1%	-24%	/
CCCc1cc(=O)n2[nH]c(NCc3ccc(CC)cc3)nc2n1	2%	-4%	/
COc1ccc(S(=O)(=O)N(C)CC(=O)NCc2ccco2)cc1Cl	3%[56.1 µM]	17%	-1%
O=C(O)CSc1nc2ccc(C(=O)c3ccccc3)cc2[nH]1	/	-12%	2%
CC(=O)c1ccc(N2CCN(C(=O)Nc3ccc(F)cc3F)CC2)cc1	1%	-22%	-5%
CC(CN1CCCCC1)OC(=O)C(C)(c1ccccc1)c1ccccc1 (stereo not given)	2%	21µM*	-2%
CC(=O)c1c(Nc2cccc(F)c2)oc(C)cc1=O	1%	19%	4%
COc1cccc(NC(=O)CN(C)C(=O)Cc2ccc3c(c2)OCCO3)c1	3%	-4%	-6%
C=CCn1c(CNS(=O)(=O)c2ccc(F)cc2)n[nH]c1=S	0%	-7%	?
COc1ccc(CCC(C)N2CCOCC2)cc1 (stereo not given)	/	-6%	-1%
COc1cccc(-n2c(SCC(=O)NCc3ccco3)nnc2-c2c[nH]c3ccccc23)c1	8%	?	-5%
Cc1ccc2c(C)c(C(=O)NCc3ccc(S(N)(=O)=O)cc3)oc2c1C	10%	?	10%
CC1(C)NC(=O)N(CCCCSc2ccc(Cl)cc2)C1=O	6%	?	1%
O=C(COC(=O)C1COc2ccccc2O1)Nc1ccc2c(c1)CCC2 (stereo not given)	4%	0%	-21%
O=C(O)CSc1ccc2ccccc2n1	-2%	-13%	7%
O=C(c1ccco1)N1CCC2(CC1)CCN(c1ccc(-c3ccccc3)cc1)CC2	/	-20%	-15%
Cc1cc(C)cc(NC(=O)Cn2cnc3c(nnn3Cc3ccc(F)cc3)c2=O)c1	3%	0%	7%
COCCCN1CC(=O)N2Cc3[nH]c4ccccc4c3C[C@H]2C1=O	/	-16%	-3%
COc1cccc2cc(-c3nc(Cl)c4c5c(sc4n3)CC(C)CC5)c(=O)oc12 (stereo not given)	-3%	0%	/
CCC(C)Nc1nc(OC)nc(N(C)C#N)n1 (stereo not given)	7%	?	7%
CC(=O)c1cc(-c2ccccc2)n(CC(=O)Nc2ccc(C)cc2C)c1C	6%	?	/
Cc1ccc(NS(=O)(=O)c2cc(-c3cc(C)no3)ccc2C)c(Cl)c1	5%	?	/
COc1cccc(C(=O)Nc2cccnc2)c1OC	6%	3%	12%
COC(=O)[C@@H]1C2CCC(C(=O)Nc3ccccc3)(CC2)[C@@H]1C(=O)OC	2%	-13%	2%
Cc1ccc(-n2c(=O)[nH]cc(C(=O)N3CCc4ccccc43)c2=O)cc1C	3%	-23%	-5%
O=C(CSc1nnc(-c2ccccc2)c(-c2ccccc2)n1)NC1CCCCC1	3%	?	/
O=C(NCc1ccco1)C(=O)NCC1OCCN1S(=O)(=O)c1ccccc1 (stereo not given)	-7%	-8%	-13%
COc1ccc(-n2c(=O)/c(=C\c3cccs3)s/c2=C(/C#N)C(=O)N2CCN(C)CC2)cc1	7%	23µM*	-13%
COc1ccc(C(=O)Nc2ccc(N3CCN(C)CC3)cc2)cc1OC	/	-29%	-4%
C/C(N)=C(/C#N)C(=O)COC(=O)CC12CC3CC(CC(C3)C1)C2	-2%	-20%	5%
COc1ccccc1N=c1oc2cc(O)ccc2cc1C(=O)NCC1CCCO1 (stereo not given)	4%	?	16%
CSc1ccccc1NC(=O)C1CC(c2c(F)cccc2Cl)=NO1 (stereo not given)	-3%	?	2%
O=C(NNc1c2ccccc2nc2ccccc12)C(O)c1ccccc1 (stereo not given)	9%	?	-5%
CC1CCN(C(=O)NC(=O)c2ccccc2)CC1	4%	1%	-29%
O=C(CSc1nc(=O)n2ccccc2n1)NCCc1ccccc1	1%	-20%	1%
CC(OC(=O)c1cc(Br)ccc1O)C(=O)NC1(C#N)CCCCC1 (stereo not given)	-1%	-23%	1%
CCCCc1cc(=O)oc2cc(OCc3cc(OC)c(OC)c(OC)c3)c(Cl)cc12	3%	15µM*	4%
CN1CCN(c2ncncc2-c2ccoc2)CC1	/	-9%	-2%
Cc1cc(C)nc(SCc2cc(=O)c(OC(=O)c3cccc([N+](=O)[O-])c3)co2)n1	-8%	2%	19%
CN(C)S(=O)(=O)c1ccc(C(=O)Nc2ccc(CCC(=O)N3CCCC3)cc2)cc1	4%	?	-11%
N#C/C(=N\Nc1ccc(S(=O)(=O)N2CCCCCC2)cc1)C(N)=S	5%	?	?
Cn1c2c(c(=O)n(C)c1=O)C(CC(=O)Nc1ccccc1F)C(=O)N2 (stereo not given)	/	-22%	-21%
CCn1c(=O)cc(SCC(=O)N2CCN(Cc3ccc4c(c3)OCO4)CC2)c2ccccc21	6%	?	-1%
Cc1ccc(NS(=O)(=O)c2ccc(NC(=O)N3CCCC3)cc2)cc1C	4%	-16%	/
CCCCCCC(C)n1[nH]c(=O)c2c(C)cc(C)nc21 (stereo not given)	/	-26%	-1%
CCCCOc1ccc(C(=O)O)cc1	2%	3%	1%
COc1ccccc1N1CCN(C2CCCN(C(=O)c3cc(C4CC4)on3)C2)CC1 (stereo not given)	3%	14%	-3%
CCCc1ccc2oc(C(=O)NCCc3nc(C(=O)OCC)cs3)c(C)c2c1	-4%	?	?

The list continues:
smiles	TDP1 block	DT40 TDP1 no CPT	N370S GC mod
COc1ccccc1N(CC(=O)NC1CCCCC1)C(=O)c1csnn1	2%	-13%	5%
CCOC(=O)c1c(NC(=S)NNS(=O)(=O)c2ccc(Br)cc2)sc2c1CCCCC2	0%	-26%	16%
COc1ccc(CC(N)C(=O)N[C@H]2[C@@H](O)[C@H](n3cnc4c(N(C)C)ncnc43)O[C@@H]2CO)cc1 (stereo not given in full)	7%	/	-2%
CC1CCCN(S(=O)(=O)c2ccc(Br)s2)C1 (stereo not given)	-3%	-15%	7%
c1ccc(SCCOCCn2cncn2)cc1	?	-1%	1%
NS(=O)(=O)c1ccc(NC(=S)N2CCN(c3ccccc3Cl)CC2)cc1	0%	?	1%
CCOC(=O)N1CCN(c2c(N3CCN(c4ccccn4)CC3)c(=O)c2=O)CC1	3%	-26%	-2%
CCOC(=O)c1ccc(NC(=O)CSc2nc(=O)n(CCN3CCOCC3)c3c2CCC3)cc1	6%	-20%	-10%
O=C(COC(=O)/C=C/c1ccc(F)cc1)Nc1cc(C(F)(F)F)ccc1N1CCOCC1	5%	-10%	-8%
CC(=O)c1ccc(NC(=O)NCCc2c[nH]c3ccccc23)cc1	11%	?	/
CCOP(=O)(Cc1ccc(C(C)(C)CC(C)=O)o1)OCC	/	-6%	-10%
Cc1ccc(NC(=O)COC(=O)Cn2nc(-c3ccc(F)cc3)oc2=O)cc1C	0%	-2%	/
COCCCNC(=S)N(Cc1ccccc1)Cc1nc2ccccc2c(=O)[nH]1	5%	-1%	5%
CCOc1ccc(CNC(=O)Cn2cc3c(n2)-c2c(oc(C(=O)N4CCOCC4)c2C)CC3)cc1	3%	21µM*	/
COCCCNC(=O)CN1C(=O)COc2ccc(S(=O)(=O)N3CCCCCC3)cc21	2%&8%	-4%&1%	-15%
Cc1ccc(S(=O)(=O)c2c(O)cc(C)c(NS(=O)(=O)c3ccc(Cl)cc3)c2C)cc1	-5%	?	/
CCOC(=O)c1c(C)[nH]c(C(=O)OC(C)C(=O)NCc2ccccc2)c1C (stereo not given)	/	-16%	-13%
C(=N\NC(=Nc1ccccc1)c1ccccn1)/c1ccccn1	0%	10µM*	-5%
N/C(Cc1ccc(Cl)cc1)=N\OC(=O)c1cccc2ccccc12	4%	29µM*	13%
Cc1cc(=O)n2nc(N3CCCC(C(=O)NCc4ccc5c(c4)OCO5)C3)sc2n1 (stereo not given)	2%	-4%	3%
CCOC(=O)C1CCN(S(=O)(=O)c2cc(C(=O)OC)n(C)c2)CC1	/	-21%	0%
NC(=O)c1c(NC(=O)c2cnccn2)sc2c1CCCC2	0%	-26%	-1%
COC(=O)c1ccc(Cl)c(NS(=O)(=O)c2ccc3c(c2)OCCO3)c1	2%	4.1µM*	10%
NS(=O)(=O)c1ccc(CCNC(=O)CN2CCN(Cc3cccc4ccccc34)CC2)cc1	/	?	3%
CN(C)c1ccc(C(=O)c2ccc(N(C)C)c(N)c2)cc1N	12%	?	-16%
CC(=O)c1cccc(NC(=O)CCCN2C(=O)COc3ccc(C)cc32)c1	3%	?	/
CC1=NN(c2cccc(C(=O)O)c2)C(=O)/C1=C\C=C/c1ccccc1	8%	1.3µM*	13%
COCCCN(Cc1cccs1)S(=O)(=O)c1c[nH]c(C(=O)OC)c1	1%	5%	0%
CC1CCCN(C(=O)CCS(=O)(=O)c2ccc3c(c2)NC(=O)C(C)S3)C1 (stereo not given)	2%	?	-18%
CCCCNC(=O)CCCN1C(=O)c2ccccc2Sc2ncccc21	0%	?	/
CC(C)(C)OC(=O)N1CCC(c2c(C(=O)NC3CCCCC3)cnn2-c2cccc(Cl)c2)CC1	1%	?	/
Cn1cc(C(=O)N2CCc3ccccc3C2)c(=O)c2cc(S(=O)(=O)N3CCOCC3)ccc21	3%	-15%	6%
Cn1c(-c2cc(Br)ccc2O)n[nH]c1=S	4%	-5%	3%
CCOc1ccc(CNc2cc(C)nc3nc(-c4cccc(C)c4)nn23)cc1OC	5%	18µM*	/
Cc1ccnc(S(=O)(=O)Cc2ccc([N+](=O)[O-])cc2)n1	/	?	-17%
O=C(O)c1ccc(S(=O)(=O)N2CCc3ccccc3C2)cc1	1%	15%	-3%
CCCCOc1ccc(C(=O)N=c2sccn2C)cc1OC	6%	-9%	-1%
CCCCn1c(=O)n(CC(=O)NCc2ccc(C)cc2)c(=O)c2c1nc(CO)n2CCC	4%	-24%	-6%
Cc1occc1C(=O)Nc1ccc(Br)cc1F	2%	-6%	4%
O=C(c1ccccc1Oc1ccccc1)N1CCN(c2ccccc2F)CC1	-4%	16µM*	/
CCOc1ccc(/C(O)=C2/C(=O)C(=O)N(CC3CCCO3)C2c2ccc(C)o2)cc1 (stereo not given)	-2%	-27%	-5%
C/C(=N\NC(=O)CC1N=C(Cc2ccccc2)NNC1=O)c1ccncc1 (stereo not given)	-5%	-14%	-2%
CN(Cc1ccccc1)S(=O)(=O)c1ccc(Cl)c(C(=O)O)c1	0%	-21%	-3%
CC(=O)N(c1nc(CCl)cs1)c1cccc(C)c1C	2%	3%	-3%
CN(Cc1c(F)cccc1Cl)C(=O)c1cnc2ccccc2n1	-5%	?	-1%
C/C(=N\N=C(N)N)c1cccc([N+](=O)[O-])c1	8%	13µM*	-15%
O=C(NCc1cccc(C(F)(F)F)c1)c1ccc2c(c1)OCO2	1%	0%	2%

Entries of single compounds from above.
`C/C(=N\NC(=O)CC1N=C(Cc2ccccc2)NNC1=O)c1ccncc1` (stereo not given) is entered as TDP1 block = -5%; DT40 TDP1 no CPT = -14%; N370S GC mod = -2%
`CN(Cc1c(F)cccc1Cl)C(=O)c1cnc2ccccc2n1` is entered as TDP1 block = -5%; DT40 TDP1 no CPT = ?; N370S GC mod = -1%
